# Bioassay records (PubChem BioAssay)
# SW480 rereplic: DNA re-replication induction in SW480 cells. 340,000 tested, 1.8% active. Potency, µM (highest dose often 46.1 µM), without a hit: at the top dose re-replication activation, actives largely listed as activators. AID 624297. SW480 DNA re-replication, Hoechst DNA content imaging, 48 h; also: potency is read from the fitted curve at half-maximal effect; % of control where 0% means no effect; nearly all actives have a fitted effect of over 55% in size
#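 First, 250 cells per well were seeded. Next, compound or vehicle (23 nL) was pinned in, plates sat 48 hr at 37 C. Finally Hoechst was added for 40 min before fluorescence scanning.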
# KB-V1 cytotox: KB-V1 MDR subline cytotoxicity; KB-V1 MDR cells viability, CellTiter-Glo, 72 h; 400,000 tested, 3.4% active; Potency, µM (titrated, usually from 46.1 µM), inactives show at the top dose activity change, negative = cytotoxicity, usual class: cytotoxic; also: potency is read from the fitted curve at half-maximal effect; % is scaled to controls: 0 for no effect and ±100 for the full control effect; nearly all actives have a fitted effect of over 60% in size
#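 Potencies derive from concentration-effect curves fitted to normalized luminescence (CellTiter-Glo) of KB-V1 cells treated for 72 h at 37 degrees C in phenol-red-free DMEM containing 10% FBS.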
# GLP-1R agonist: activates the human GLP-1 receptor. 380,000 tested, 0.007% active. AID 624172. HEK293 GLP-1R CRE-luciferase, luminescence, 4-6 h; cells express a hypersensitive GLP-1R form. Potency, µM (titrated, usually from 45.6 µM), for inactives: top-dose activation, actives largely listed as activators. P43220; also: potency is read from the fitted curve at half-maximal effect; % of control where 0% means no effect
# Target sequence (P43220 whole entry, looked up): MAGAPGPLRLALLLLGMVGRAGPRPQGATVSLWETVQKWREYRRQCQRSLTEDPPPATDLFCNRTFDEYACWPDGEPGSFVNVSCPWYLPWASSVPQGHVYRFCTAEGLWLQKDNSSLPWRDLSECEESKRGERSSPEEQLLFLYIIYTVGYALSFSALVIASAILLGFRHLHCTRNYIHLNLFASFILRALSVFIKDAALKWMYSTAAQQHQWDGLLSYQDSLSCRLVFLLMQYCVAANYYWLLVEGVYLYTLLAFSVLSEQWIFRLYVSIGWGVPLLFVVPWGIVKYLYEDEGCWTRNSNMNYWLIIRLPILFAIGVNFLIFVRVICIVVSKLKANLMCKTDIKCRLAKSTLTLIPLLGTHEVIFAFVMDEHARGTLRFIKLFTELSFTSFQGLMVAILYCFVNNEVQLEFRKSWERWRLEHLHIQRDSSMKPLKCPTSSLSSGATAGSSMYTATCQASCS
# HT1080 IDH1KD tx: toxicity to HT-1080 IDH1 knockdown cells (counter line); HT-1080 IDH1 knockdown viability, ATP luminescence, 48 h; Potency, µM (doses to about 46.1 µM), for the others: at the highest dose activity, negative = toxicity, actives largely listed as cytotoxic; 360,000 tested, 2% active; AID 686971;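 also: potency is read from the fitted curve at half-maximal effect; 0% = DMSO wells and -100% = cell-free medium wells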
#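 Viability of IDH1-knockdown HT-1080 fibrosarcoma cells was assessed by CellTiter-Glo after 48 h at 37 °C with titrated compound; concentration-effect curves were classified by fit quality and response size.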
# IL-1B inflam inh: inhibitors of inflammasome signaling (IL-1 beta secretion). activity change, % at 57.5 µM. 360,000 tested, 4.7% active. THP-1 LPS/ATP IL-1B secretion, AlphaLISA, 16 h; active compounds read low; in the data active = activity change below about -50%; inconclusive = mostly about -30% to -49%; also: % is scaled to controls: 0 for no effect and ±100 for the full control effect
#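 Secreted IL-1B measured by AlphaLISA bead assay after 16 h compound exposure of THP-1 cells; compounds (final up to 57.5 uM) added 1 h before LPS (250 ng/mL) and ATP (1.25 mM) stimulation; lower signal means less secretion.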
# HT1080NT lethal: kills 2HG-producing HT-1080-NT fibrosarcoma cells; HT-1080-NT fibrosarcoma viability, CellTiter-Glo ATP luminescence, 48 h; Potency, µM (titrated, usually from 46.1 µM), for the others: top-dose activity, negative = less viability, hits mostly cytotoxic; 360,000 tested, 1.6% active; AID 686970;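 also: NT is the 2HG producing partner of a matched IDH1 knockdown line; potency is read from the fitted curve at half-maximal effect; 0% = DMSO-treated cells and -100% = media-only wells without cells; nearly all actives have a fitted effect of over 55% in size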
#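 Luminescent CellTiter-Glo readout after 48 hours of compound exposure at 37 degrees C defined viability of HT-1080-NT cells. Activity was normalized to DMSO wells and cell-free media wells; concentration-response curves were fitted and assigned curve classes.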
# KB-3-1 cytotox: KB-3-1 parental cell cytotoxicity; KB-3-1 viability, CellTiter-Glo ATP luminescence, 72 h; Potency, µM (series often up to 46.1 µM), without a hit: top-dose activity change, negative = cytotoxic, most hits filed as cytotoxic; 400,000 tested, 1.4% active; also: potency is read from the fitted curve at half-maximal effect; % is scaled to controls: 0 for no effect and ±100 for the full control effect; nearly all actives have a fitted effect of over 60% in size
#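 72 h, 37 °C compound treatment of KB-3-1 parental cells; CellTiter-Glo added, 10 min, luminescence read. Data corrected against DMSO-only plates and normalized before curve fitting.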
# D3 ag: activates the human D3 dopamine receptor | P35462 | D3R DiscoveRx beta-arrestin cells, luminescence, 90 min | max activation, % | 410,000 tested, 0.58% active | AID 652048; in the data active = max activation above about 30%; also: 0% is about no effect; mostly tested at two doses, the higher about 12 µM
# Target sequence (P35462 whole entry, looked up): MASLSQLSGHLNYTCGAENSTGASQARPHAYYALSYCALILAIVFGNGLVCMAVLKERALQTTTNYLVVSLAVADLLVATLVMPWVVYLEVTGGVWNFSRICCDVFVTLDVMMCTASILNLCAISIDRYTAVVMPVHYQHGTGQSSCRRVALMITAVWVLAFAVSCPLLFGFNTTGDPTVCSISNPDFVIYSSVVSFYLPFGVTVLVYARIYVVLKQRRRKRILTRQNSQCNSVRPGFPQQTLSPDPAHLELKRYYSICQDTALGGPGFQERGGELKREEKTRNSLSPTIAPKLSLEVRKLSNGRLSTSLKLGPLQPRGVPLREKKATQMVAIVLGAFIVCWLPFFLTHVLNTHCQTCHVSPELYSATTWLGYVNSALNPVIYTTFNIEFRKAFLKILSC
#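 Agonist mode: compounds and dopamine controls were applied to plated cells for 90 min at 37 degrees C after an overnight attachment at 1500 cells/well. Luminescent read-out followed 30 - 60 minutes at room temperature with DiscoveRx detection reagent.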
# D3 antag: D3 dopamine receptor (human) antagonism. P35462. max response, negative = inhibition, %. AID 652054. D3R cells, DiscoveRx beta-arrestin luminescence, antagonist mode; active compounds read low. 360,000 tested, 2.5% active; in the data active = max response below about -50%; inconclusive = no clear call, values can overlap the other calls; also: % is scaled to controls: 0 for no effect and ±100 for the full control effect; mostly tested at two doses, the higher about 12 µM
#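 Cells plated overnight at 1500 cells/well, then exposed to library compounds with dopamine controls for 90 minutes at 37 degrees C. DiscoveRx reagent added for 30–60 minutes at room temperature; luminescence read, quantitative HTS format.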
# An asterisk follows results filed as active; ? = inconclusive; . = not tested or not shown; & = joins results of further samples. Unless noted, calls follow the shape of the dose curve; as a rule, active = well fitted curve in the direction sought with a large enough effect; inconclusive = small, poorly fitted or top-dose-only effect, or another doubt; inactive = no such curve, though single readings can be large; an effect the other way counts as inactive or inconclusive.
# Preview, two compounds:
# Letters: A = SW480 rereplic; B = KB-V1 cytotox; C = GLP-1R agonist; D = HT1080 IDH1KD tx; E = IL-1B inflam inh; F = HT1080NT lethal; G = KB-3-1 cytotox; H = D3 ag; I = D3 antag
C=CC(C)(C)c1c2occc2c(O)c2ccc(=O)oc12
  A: ? | B: -3% | C: 3% | D: ? | E: 44 | F: ? | G: 0% | H: -5 | I: 16
O=C(NCCCN1CCOCC1)c1cccc(S(=O)(=O)Nc2ccc(F)cc2)c1
  A: ? | B: 5% | C: -4% | D: 0% | E: 1 | F: 1% | G: 0% | H: -1 | I: -8

# The listing (from the top)
# Letters: A = SW480 rereplic; B = KB-V1 cytotox; C = GLP-1R agonist; D = HT1080 IDH1KD tx; E = IL-1B inflam inh; F = HT1080NT lethal; G = KB-3-1 cytotox; H = D3 ag; I = D3 antag
C=CC(C)(C)c1c2occc2c(O)c2ccc(=O)oc12
  A: ? | B: -3% | C: 3% | D: ? | E: 44 | F: ? | G: 0% | H: -5 | I: 16
O=C(NCCCN1CCOCC1)c1cccc(S(=O)(=O)Nc2ccc(F)cc2)c1
  A: ? | B: 5% | C: -4% | D: 0% | E: 1 | F: 1% | G: 0% | H: -1 | I: -8
CCCCCc1ccc(C2=NNC(=O)CC2)cc1
  A: -16% | B: -9% | C: ? | D: -4% | E: 9 | F: -2% | G: ? | H: 2 | I: 14
Cc1cn([C@H]2C[C@H](O)[C@@H](CNC(=O)[C@H](N)Cc3cn(COCc4ccccc4)cn3)O2)c(=O)[nH]c1=O
  A: . | B: 3% | C: 4% | D: 3% | E: -14 | F: 2% | G: -4% | H: -6 | I: -20
CN(C(=O)Cc1c(C(=O)O)n(C)c2ccccc12)c1ccc(F)cc1
  A: -2% | B: 0% | C: 0% | D: 23% | E: 39 | F: 8% | G: -2% | H: 1 | I: 5
COc1ccc(-c2nnn(CC(=O)N(Cc3ccccc3Cl)C(C(=O)NCC3CCCO3)c3ccco3)n2)cc1 (configuration not stated)
  A: -1% | B: ? | C: -13% | D: 9% | E: 5 | F: 0% | G: 18% | H: 2 | I: 41
CCCNc1nc(C)nc2c1cnn2CCc1ccccc1
  A: -4% | B: -3% | C: ? | D: 0% | E: -11 | F: 8% | G: 5% | H: 3 | I: 18
COc1cccc(NC(=O)c2cc3ccccc3o/c2=N\O)c1
  A: ? | B: 1% | C: -5% | D: -25% | E: ? | F: -25% | G: -14% | H: 9 | I: 1
CC(C)CCNC(=O)COc1ccc(C(=O)c2ccccc2)cc1
  A: ? | B: -12% | C: 0% | D: -20% | E: ? | F: ? | G: -20% | H: 3 | I: 22
O=C(Nc1nc2ccccc2s1)c1cc(-c2ccco2)nc2ccccc12
  A: ? | B: ? | C: 11% | D: ? | E: -9 | F: ? | G: ? | H: -2 | I: 2
O=C(O)c1cccc(NC2=C(Cl)C(=O)c3ccccc3C2=O)c1
  A: ? | B: ? | C: -7% | D: 16µM* | E: -65* | F: ? | G: ? | H: -29 | I: -90*
COCCNC(=O)C1=NOC(Cn2cc(C#N)c(=O)n(C)c2=O)C1 (configuration not stated)
  A: -12% | B: 2% | C: 6% | D: 16% | E: 38 | F: 9% | G: 4% | H: -2 | I: 12
Cn1c(=O)c2cc(NC(=O)CC(C)(C)C)ccc2n1-c1ccccc1F
  A: . | B: 3% | C: 40% | D: 22% | E: -20 | F: ? | G: 0% | H: -7 | I: 0
Cc1ccc(NC(=O)Cn2cc(C(=O)C3CC3)c3ccccc32)c(C)c1
  A: ? | B: 2%&27% | C: -4% | D: 10% | E: -3 | F: 14% | G: -8%&5% | H: 3&-16 | I: 1
CCn1c(=S)sc2c(=O)n(CC(=O)Nc3ccccc3OC)c(C)nc21
  A: 9% | B: -18% | C: 1% | D: 15% | E: 4 | F: 18% | G: -1% | H: 1 | I: 21
COc1ccc(/C=N/NC(=O)c2ccoc2C)cc1O
  A: -3% | B: ? | C: 7% | D: -9% | E: -24 | F: -5% | G: 0% | H: -14 | I: -18
CCCn1c(N)c(N(CCOC)C(=O)c2ccc(S(=O)(=O)N3CCOCC3)cc2)c(=O)[nH]c1=O
  A: -2% | B: 1% | C: -6% | D: 14% | E: 4 | F: 1% | G: 13% | H: 5 | I: -3
Cc1ccc(CS(=O)Cc2ccc(C(=O)N3CCN(c4ccc(F)cc4)CC3)o2)cc1 (configuration not stated)
  A: -8% | B: 10% | C: 6% | D: -1% | E: ? | F: -7% | G: -6% | H: -10 | I: -10
N#Cc1cccc(NC(=O)Nc2cccs2)c1
  A: -7% | B: -1% | C: 2% | D: 1% | E: -9 | F: -1% | G: -7% | H: -5 | I: 25
Cc1c(O)ccc(C(=O)COc2ccccc2F)c1O
  A: 0% | B: 7% | C: 19% | D: 2% | E: 0 | F: 1% | G: -4% | H: 2 | I: -4
CCCC1C2CN(C(C)C)CC=C2C(C#N)=C(N)C1(C#N)C#N (configuration not stated)
  A: -16% | B: ? | C: 2% | D: -11% | E: -2 | F: -5% | G: 1% | H: -4 | I: -30
CCCC1/C(=N/O)CC(c2ccccc2)NC1c1ccccc1 (configuration not stated)
  A: 0% | B: ? | C: -9% | D: ? | E: -98* | F: ? | G: 2% | H: 14 | I: 89
CC(C)(C)c1cnnn1-c1cccc([N+](=O)[O-])c1
  A: -17% | B: 4% | C: 6% | D: 18% | E: 8 | F: 13% | G: 4% | H: 18 | I: 4
COc1cc(/C=N/NC(=O)c2cccnc2)ccc1OCC(=O)N1CCOCC1
  A: 2% | B: -4% | C: 14% | D: 18% | E: 0 | F: 12% | G: 18% | H: -1 | I: -5
Cc1nn(-c2cccc3cccnc23)c(=O)c2ccccc12
  A: 17% | B: -5% | C: 5% | D: -12% | E: 14 | F: -2% | G: 0% | H: -3 | I: -24
COc1ccc(N(C(=O)c2cccnc2)S(=O)(=O)c2ccc(F)cc2)cc1
  A: -2% | B: -1% | C: -4% | D: 2% | E: 13 | F: 12% | G: -3% | H: -2 | I: -12
COc1ccc(NCC(O)Cn2cnc3c2c(=O)n(C)c(=O)n3C)cc1 (configuration not stated)
  A: -6% | B: 20% | C: -9% | D: 18% | E: 30 | F: 4% | G: 17% | H: -2 | I: 14

# Quoted from above for reference:
# Letters: A = SW480 rereplic; B = KB-V1 cytotox; C = GLP-1R agonist; D = HT1080 IDH1KD tx; E = IL-1B inflam inh; F = HT1080NT lethal; G = KB-3-1 cytotox; H = D3 ag; I = D3 antag
C=CC(C)(C)c1c2occc2c(O)c2ccc(=O)oc12
  A: ? | B: -3% | C: 3% | D: ? | E: 44 | F: ? | G: 0% | H: -5 | I: 16
O=C(NCCCN1CCOCC1)c1cccc(S(=O)(=O)Nc2ccc(F)cc2)c1
  A: ? | B: 5% | C: -4% | D: 0% | E: 1 | F: 1% | G: 0% | H: -1 | I: -8
CCCCCc1ccc(C2=NNC(=O)CC2)cc1
  A: -16% | B: -9% | C: ? | D: -4% | E: 9 | F: -2% | G: ? | H: 2 | I: 14
Cc1cn([C@H]2C[C@H](O)[C@@H](CNC(=O)[C@H](N)Cc3cn(COCc4ccccc4)cn3)O2)c(=O)[nH]c1=O
  A: . | B: 3% | C: 4% | D: 3% | E: -14 | F: 2% | G: -4% | H: -6 | I: -20
CN(C(=O)Cc1c(C(=O)O)n(C)c2ccccc12)c1ccc(F)cc1
  A: -2% | B: 0% | C: 0% | D: 23% | E: 39 | F: 8% | G: -2% | H: 1 | I: 5
COc1ccc(-c2nnn(CC(=O)N(Cc3ccccc3Cl)C(C(=O)NCC3CCCO3)c3ccco3)n2)cc1 (configuration not stated)
  A: -1% | B: ? | C: -13% | D: 9% | E: 5 | F: 0% | G: 18% | H: 2 | I: 41
CCCNc1nc(C)nc2c1cnn2CCc1ccccc1
  A: -4% | B: -3% | C: ? | D: 0% | E: -11 | F: 8% | G: 5% | H: 3 | I: 18
COc1cccc(NC(=O)c2cc3ccccc3o/c2=N\O)c1
  A: ? | B: 1% | C: -5% | D: -25% | E: ? | F: -25% | G: -14% | H: 9 | I: 1
CC(C)CCNC(=O)COc1ccc(C(=O)c2ccccc2)cc1
  A: ? | B: -12% | C: 0% | D: -20% | E: ? | F: ? | G: -20% | H: 3 | I: 22
O=C(Nc1nc2ccccc2s1)c1cc(-c2ccco2)nc2ccccc12
  A: ? | B: ? | C: 11% | D: ? | E: -9 | F: ? | G: ? | H: -2 | I: 2
O=C(O)c1cccc(NC2=C(Cl)C(=O)c3ccccc3C2=O)c1
  A: ? | B: ? | C: -7% | D: 16µM* | E: -65* | F: ? | G: ? | H: -29 | I: -90*
